Assay outcomes as filed in PubChem BioAssay.
PRC2 inh = inhibitors of human EZH2/PRC2 methyltransferase; Q15910; PRC2 H3K27 methylation, DELFIA TRF, 1 h; inhibition, % at 12.5 µM; 57,000 compounds, 0.35% hits; AID 651548;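 active = mean inhibition of replicates at least 50% and every single replicate also reaching 50%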;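 also: dimethyl H3K27 on biotinylated H3 21-44 peptide detected by antibody; plate controls were median neutral control wells for no effect and median positive control wells for full effect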
IDH1 mut inh = inhibitors of human IDH1 R132H | O75874 | IDH1 R132H reductase, diaphorase/resazurin fluorescence, 60 min | inhibition, % at 10 µM | 70,000 compounds, 0.18% hits; in the data active = inhibition above about 34%;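 also: 0% = DMSO and 100% = no enzyme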
Target sequence (O75874 whole entry R132H): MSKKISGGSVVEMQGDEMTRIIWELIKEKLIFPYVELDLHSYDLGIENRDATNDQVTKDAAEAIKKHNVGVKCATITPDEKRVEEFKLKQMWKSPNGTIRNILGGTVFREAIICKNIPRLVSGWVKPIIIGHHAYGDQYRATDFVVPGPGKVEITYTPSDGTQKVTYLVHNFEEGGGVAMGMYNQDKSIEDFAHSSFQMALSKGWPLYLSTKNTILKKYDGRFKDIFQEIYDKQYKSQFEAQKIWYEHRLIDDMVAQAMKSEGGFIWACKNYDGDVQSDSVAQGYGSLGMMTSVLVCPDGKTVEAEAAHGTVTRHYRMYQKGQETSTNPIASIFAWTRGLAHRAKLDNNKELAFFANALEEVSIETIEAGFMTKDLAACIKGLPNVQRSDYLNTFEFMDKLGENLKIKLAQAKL
Numbers without * were called inactive; nt = not tested or not shown. Some of the compounds tested; count on the stated rates, not on these rows.

SMILES	PRC2 inh	IDH1 mut inh
O=C(Nc1ccccc1)Nc1ccc2c(c1)[C@H]1C[C@H](CC(=O)N3CCCCC3)O[C@@H](CO)[C@H]1O2	-9	-0.4
CO[C@H]1CN(C)C(=O)c2cc(NC(=O)C3CCCCC3)ccc2OC[C@@H](C)N(C(=O)c2ccccc2)C[C@@H]1C	2	0.1
C[C@H](CO)N1C[C@H](C)[C@H](CN(C)C(=O)C2CCC2)Oc2ncc(C#CC3CCCC3)cc2C1=O	3	0.3
Cc1cc(C(=O)Nc2cccc3c2O[C@H](CN(C)Cc2ccccc2)[C@@H](C)CN([C@H](C)CO)C3=O)n(C)n1	8	0.9
CCCNC(=O)CSc1nc2nc(C)c(Cc3cccc(C)c3)c(C)n2n1	-11	-0.4
COc1ccc(S(=O)(=O)N(C)C[C@@H]2Oc3ncc(-c4cc5ccccc5o4)cc3C(=O)N([C@H](C)CO)C[C@@H]2C)cc1	1	-0.5
COc1ccc(CN(C)C[C@@H]2Oc3c(NS(=O)(=O)c4ccccc4)cccc3C(=O)N([C@H](C)CO)C[C@H]2C)cc1	nt	-1.9
COc1ccc(S(=O)(=O)N(C)C[C@H]2Oc3ccc(NC(=O)CCC(F)(F)F)cc3CC(=O)N([C@@H](C)CO)C[C@@H]2C)cc1	nt	1.0
C[C@H](CO)N1C[C@H](C)[C@@H](CN(C)C(=O)NC2CCCCC2)Oc2ccc(NS(=O)(=O)c3cccs3)cc2C1=O	nt	0.6
C[C@H]1CN([C@@H](C)CO)C(=O)c2cccc(NS(=O)(=O)c3ccc(Cl)cc3)c2O[C@H]1CN(C)Cc1ccccc1	-1	-11
COc1cccc(-c2cnc3c(c2)C(=O)N([C@H](C)CO)C[C@H](C)[C@@H](CN(C)Cc2ccccc2)O3)c1	10	-11
COCCNC(=O)C[C@@H]1CC[C@H](NC(=O)NC2CCCC2)[C@@H](CO)O1	25	0.0
O=C(C[C@@H]1CC[C@@H](NC(=O)NC2CCCCC2)[C@@H](CO)O1)NCc1ccc(F)cc1	9	-0.1
C[C@@H]1CN([C@H](C)CO)C(=O)c2cc(NC(=O)Nc3ccc4c(c3)OCO4)ccc2O[C@@H]1CN(C)Cc1ccc(-c2ccccc2)cc1	nt	-0.4
Cc1ccccc1-c1cnc2c(c1)C(=O)N([C@@H](C)CO)C[C@H](C)[C@H](CN(C)C(=O)c1ccccc1)O2	nt	-0.3

An excerpt of these results, comma-delimited:
SMILES,PRC2 inh,IDH1 mut inh
O=C(C[C@@H]1CC[C@@H](NC(=O)NC2CCCCC2)[C@@H](CO)O1)NCc1ccc(F)cc1,9,-0.1
C[C@@H]1CN([C@H](C)CO)C(=O)c2cc(NC(=O)Nc3ccc4c(c3)OCO4)ccc2O[C@@H]1CN(C)Cc1ccc(-c2ccccc2)cc1,nt,-0.4

The listing picks up with the 7 entries that preceded the break.
SMILES	PRC2 inh	IDH1 mut inh
C[C@H](CO)N1C[C@H](C)[C@@H](CN(C)C(=O)NC2CCCCC2)Oc2ccc(NS(=O)(=O)c3cccs3)cc2C1=O	nt	0.6
C[C@H]1CN([C@@H](C)CO)C(=O)c2cccc(NS(=O)(=O)c3ccc(Cl)cc3)c2O[C@H]1CN(C)Cc1ccccc1	-1	-11
COc1cccc(-c2cnc3c(c2)C(=O)N([C@H](C)CO)C[C@H](C)[C@@H](CN(C)Cc2ccccc2)O3)c1	10	-11
COCCNC(=O)C[C@@H]1CC[C@H](NC(=O)NC2CCCC2)[C@@H](CO)O1	25	0.0
O=C(C[C@@H]1CC[C@@H](NC(=O)NC2CCCCC2)[C@@H](CO)O1)NCc1ccc(F)cc1	9	-0.1
C[C@@H]1CN([C@H](C)CO)C(=O)c2cc(NC(=O)Nc3ccc4c(c3)OCO4)ccc2O[C@@H]1CN(C)Cc1ccc(-c2ccccc2)cc1	nt	-0.4
Cc1ccccc1-c1cnc2c(c1)C(=O)N([C@@H](C)CO)C[C@H](C)[C@H](CN(C)C(=O)c1ccccc1)O2	nt	-0.3
C[C@H](CO)N1C[C@H](C)[C@@H](CN(C)C(=O)c2ccncc2)OCCCC[C@H](C)Oc2ccc(NS(=O)(=O)c3ccc(F)cc3)cc2C1=O	nt	1.4
Cc1ccc(S(=O)(=O)N[C@@H]2CC[C@@H](CCNC(=O)C3CCC3)O[C@H]2CO)cc1	-9	0.3
Cc1ccc(S(=O)(=O)N(C)C[C@H]2Oc3ccc(NS(=O)(=O)c4ccc(Cl)cc4)cc3CC(=O)N([C@@H](C)CO)C[C@@H]2C)cc1	nt	0.1
CCCNC(=O)N[C@H]1CC[C@H](CC(=O)NCCc2ccccc2)O[C@@H]1CO	0	0.3
COc1ccc(NC(=O)Nc2ccc3c(c2)C(=O)N(C)C[C@H](OC)[C@@H](C)CN[C@@H](C)CO3)cc1	-20	nt
Cc1noc(C)c1NC(=O)N(C)C[C@@H]1Oc2ncc(C#CC(C)(C)O)cc2C(=O)N([C@H](C)CO)C[C@@H]1C	nt	0.7
C[C@H]1CCCCO[C@@H](CN(C)S(=O)(=O)c2cn(C)cn2)[C@@H](C)CN([C@@H](C)CO)C(=O)c2cc(NS(=O)(=O)c3ccccc3)ccc2O1	nt	-10
C[C@@H]1CN([C@H](C)CO)C(=O)c2cc(C#C[C@@H](C)O)cnc2O[C@@H]1CN(C)C(=O)c1ccccc1F	16	-0.4
COc1ccccc1CNC(=O)C[C@H]1C[C@@H]2c3cc(NC(=O)C4CCC4)ccc3O[C@@H]2[C@H](CO)O1	9	0.7
COc1ccccc1S(=O)(=O)N(C)C[C@@H]1OCc2ccccc2-c2c(n(C)c3ccccc23)C(=O)N([C@H](C)CO)C[C@H]1C	-35	-1.2
COc1ccc(OC)c(NC(=O)CSc2nnc(C)s2)c1	-11	-0.2
C[C@@H]1CN([C@@H](C)CO)C(=O)c2cccc(NS(=O)(=O)c3cn(C)cn3)c2O[C@@H]1CN(C)C	-1	0.0
O=C(C[C@@H]1C=C[C@H](NC(=O)Nc2ccc3c(c2)OCO3)[C@H](CO)O1)NCc1ccc(F)cc1	20	0.0
CC(C)=CCC/C(C)=C/CC/C(C)=C/CSCC(=O)O	6	-0.4
CO[C@@H]1CN(C)C(=O)c2cc(NS(=O)(=O)c3cn(C)cn3)ccc2OC[C@H](C)N(CC2CC2)C[C@H]1C	0	0.1
Cn1cnc2nc(NCCO)nc(NCc3ccccc3)c21	3	0.5
C[C@@H]1CCCCO[C@H](CN(C)S(=O)(=O)c2cn(C)cn2)[C@@H](C)CN([C@@H](C)CO)C(=O)c2cc(NC(=O)CCC(F)(F)F)ccc2O1	nt	2.1
COc1ccc(CN(C)C[C@@H]2Oc3c(NC(=O)C4CCOCC4)cccc3C(=O)N([C@@H](C)CO)C[C@H]2C)cc1	-15	0.8
Cc1noc(C)c1NC(=O)N(C)C[C@H]1Oc2ccc(NS(=O)(=O)c3ccc(F)cc3)cc2CC(=O)N([C@@H](C)CO)C[C@H]1C	nt	-1.3
CC(C)NC(=O)Nc1ccc2c(c1)CC(=O)N([C@H](C)CO)C[C@@H](C)[C@@H](CN(C)C(=O)NC(C)C)O2	11	nt
COc1ccc(S(=O)(=O)Nc2ccc3c(c2)C(=O)N([C@H](C)CO)C[C@@H](C)[C@H](CN(C)Cc2ccc(C(F)(F)F)cc2)O3)cc1	nt	-0.6
COCC(=O)N1C[C@@H](C)[C@@H](OC)CN(C)C(=O)c2ccc(NC(=O)c3ccc(OC)cc3)cc2OC[C@@H]1C	1	-0.7
C[C@@H]1CCCCO[C@@H](CN(C)C(=O)CCC(F)(F)F)[C@@H](C)CN([C@H](C)CO)C(=O)c2cc(NC(=O)Nc3ccc(F)cc3)ccc2O1	nt	-3.9
COc1ccc(NC(=O)Nc2cccc3c2O[C@H](CN(C)Cc2ccc4c(c2)OCO4)[C@H](C)CN([C@H](C)CO)C3=O)cc1	-4	nt
CCn1c(SCC(=O)Nc2ccc3c(c2)OCCO3)nnc1-c1cccc(Cl)c1	-10	0.1
C[C@H]1CN([C@@H](C)CO)C(=O)c2cccc(NC(=O)CCCCCC(=O)Nc3ccccc3N)c2O[C@@H]1CN(C)Cc1ccccc1	-17	nt
C[C@H](CO)N1C[C@H](C)[C@H](CN(C)Cc2ccccn2)Oc2ncc(C#CC3(O)CCCC3)cc2C1=O	4	-1.7
COc1ccccc1C1C(C(=O)c2sc(C)nc2C)C(=O)C(=O)N1CCCN1CCOCC1 (stereo not drawn)	-4	-0.1
CO[C@H]1CN(C)C(=O)c2ccc(NC(C)=O)cc2OC[C@H](C)N(S(C)(=O)=O)C[C@@H]1C	-16	-0.2
Cc1cc(I)ccc1NC(=O)CN(c1cc(Cl)c(Cl)cc1Cl)S(C)(=O)=O	6	-0.3
COc1cccc(NC(=O)CSC2=C(C#N)C(c3cccc(Br)c3)CC(=O)N2)c1 (stereo not drawn)	nt	0.4
C[C@@H]1CN([C@@H](C)CO)C(=O)c2cccc(NS(=O)(=O)c3cn(C)cn3)c2O[C@H]1CN(C)S(=O)(=O)c1cccs1	nt	7.4
COc1ccc(CN(C)C[C@@H]2Oc3ccc(NC(=O)C4CC4)cc3C(=O)N([C@@H](C)CO)C[C@H]2C)cc1	nt	3.1
C[C@H](CO)N1C[C@H](C)[C@@H](CN(C)C(=O)c2ccccc2F)Oc2ncc(-c3cccnc3)cc2C1=O	-7	4.7
CC(C)NC(=O)N(C)C[C@@H]1Oc2c(NS(=O)(=O)c3cccs3)cccc2C(=O)N([C@H](C)CO)C[C@H]1C	nt	-2.8
CCCC#Cc1cnc2c(c1)C(=O)N([C@H](C)CO)C[C@H](C)[C@@H](CN(C)C(=O)c1ccc3c(c1)OCO3)O2	-9	-4.0
O=C(NCC[C@H]1CC[C@H](NC(=O)C2CC2)[C@H](CO)O1)c1ccc(F)cc1	-3	-0.8
COCC(=O)N(C)C[C@H]1Oc2ncc(C#Cc3ccccc3)cc2C(=O)N([C@@H](C)CO)C[C@H]1C	nt	0.1
C[C@H](CO)N1C[C@H](C)[C@H](CN(C)C)Oc2cc(-c3cncnc3)ccc2S1(=O)=O	13	0.8
C[C@@H]1CN([C@@H](C)CO)C(=O)c2cc(-c3ccccc3)cnc2O[C@@H]1CN(C)C(=O)Nc1ccccc1F	-8	nt
C[C@@H]1CN([C@H](C)CO)C(=O)c2cccc(NS(C)(=O)=O)c2O[C@H]1CN(C)Cc1ccc(Oc2ccccc2)cc1	nt	-0.7
C[C@@H]1CN([C@H](C)CO)C(=O)c2cc(-c3ccc(F)cc3)cnc2O[C@H]1CN(C)S(C)(=O)=O	nt	0.9
C[C@H](O)C#Cc1cnc2c(c1)C(=O)N([C@H](C)CO)C[C@H](C)[C@H](CN(C)C(=O)c1ccncc1)O2	-3	0.1
COc1ccc(CN(C)C[C@@H]2Oc3ccc(NS(=O)(=O)c4ccc(F)cc4)cc3C(=O)N([C@H](C)CO)C[C@H]2C)cc1	6	nt
COc1ccc(NC(=O)Nc2ccc3c(c2)C(=O)N([C@@H](C)CO)C[C@H](C)[C@@H](CN(C)C(=O)C2CCCCC2)OCCCC[C@@H](C)O3)cc1	nt	0.4
Cc1noc(C)c1S(=O)(=O)Nc1ccc2c(c1)C(=O)N([C@@H](C)CO)C[C@H](C)[C@@H](CN(C)Cc1ccc(C(=O)O)cc1)O2	nt	0.0
O=C(C[C@H]1C[C@@H]2c3cc(NC(=O)C4CCOCC4)ccc3O[C@@H]2[C@H](CO)O1)NCc1cccnc1	4	-0.4
O=C(C[C@@H]1C=C[C@H](NC(=O)c2ccc(F)cc2)[C@H](CO)O1)NCc1ccncn1	-10	0.2
Cc1ccc(-c2nc(SCC(=O)Nc3cccc(Br)c3)n[nH]2)cc1	11	0.4
CO[C@H]1CN(C)C(=O)c2ccc(NC(=O)C3CC3)cc2OC[C@@H](C)N(Cc2nccs2)C[C@@H]1C	5	0.0
O=C(CCN1CCCCC1)N[C@@H]1CC[C@H](CCn2cc(-c3ccc(F)cc3)nn2)O[C@H]1CO	-13	-0.2
C=CC1c2cc(O)c(OC)cc2CCN1Cc1sc2ccccc2c1Cl (stereo not drawn)	-7	nt
COc1ccc(NC(=O)CC2NC(=O)NC2=O)cc1 (stereo not drawn)	-16	0.5
CN(C)C(=O)C[C@H]1CC[C@H](NC(=O)Nc2cccc(F)c2)[C@@H](CO)O1	8	0.2
CCCC(=O)Nc1ccc2c(c1)C(=O)N(C)C[C@@H](OC)[C@@H](C)CN(C)[C@@H](C)CO2	8	0.2
O=C(C[C@@H]1CC[C@H](NC(=O)CC2CC2)[C@H](CO)O1)NCc1ccc(-c2ccccc2)cc1	-6	-0.3
C[C@H](CO)N1C[C@H](C)[C@@H](CN(C)C)Oc2c(NS(=O)(=O)c3ccc(F)cc3)cccc2C1=O	nt	0.7
NC(=O)COc1ccc(Br)cc1C1C2=C(CCCC2=O)NC2=C1C(=O)CCC2	nt	-0.9
COc1ccc(-c2cnc3c(c2)C(=O)N([C@@H](C)CO)C[C@H](C)[C@@H](CN(C)C(=O)C2CCC2)O3)cc1	10	0.0
O=C(NO)c1ccc(C(=O)N/N=C/c2c[nH]c3ccccc23)cc1	-3	nt

Following part:
SMILES	PRC2 inh	IDH1 mut inh
COCC(=O)Nc1ccc2c(c1)[C@@H]1C[C@@H](CC(=O)N3CCN(C)CC3)O[C@H](CO)[C@@H]1O2	17	-0.7
C[C@H]1CN([C@@H](C)CO)C(=O)c2cc(NS(C)(=O)=O)ccc2O[C@@H]1CN(C)CC1CCCCC1	2	-0.1
CC(C)NC(=O)Nc1ccc2c(c1)C(=O)N([C@H](C)CO)C[C@@H](C)[C@H](CN(C)Cc1ccncc1)OCCCC[C@H](C)O2	10	4.5
COc1cccc(S(=O)(=O)N(C)C[C@@H]2Oc3ncc(C#CC(C)C)cc3C(=O)N([C@@H](C)CO)C[C@@H]2C)c1	nt	-0.3
